Compound activity: PubChem, Sanford-Burnham Center for Chemical Genomics
AID2073: inhibitors of Mint1-CaV2.2 protein interaction, biochemical, HTRF (AID 2073); HTRF protein-protein interaction, Mint1-CaV2.2; higher % means a stronger effect; inhibition, % at 20 µM; hits with a dose series show IC50 in µM; 0.19% of 290,000 active; in the data active = inhibition mostly above about 51%, no sharp cut-off; also: some results filed as inactive read as strong as hits
HIV fusion peptide: inhibitors of HIV fusion peptide binding, primary screen, biochemical, uHTS, fluorescence dequenching (AID 1986); cell-free peptide binding, fluorescence dequenching, 30 min; higher % means a stronger effect; 0.3% of 290,000 active; inhibition, % at 20 µM; hits with a dose series show IC50 in µM; in the data active = inhibition mostly above about 52%, no sharp cut-off; inactive = mostly below about 76%; also: some results filed as inactive read as strong as hits
GPR35 antagonists: GPR35 antagonists blocking zaprinast-driven arrestin recruitment, primary screen, imaging, U2OS, beta-arrestin-GFP, zaprinast agonist (AID 2058); inhibition, % at 10 µM, or IC50 in µM where a hit was titrated; U2OS GPR35 beta-arrestin-GFP translocation imaging, zaprinast antagonism; higher % means a stronger effect; 0.052% of 290,000 active;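 active = inhibition of at least 50% with at least 30 cells and total cytoplasm GFP at most 10,000,000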
Siah-1 displacement: blockers of Siah-1 interaction with plectin peptide – biochemical, fluorescence polarization, rhodamine-plectin, uHTS, primary screen (AID 1817). Siah-1 / rhodamine-plectin peptide fluorescence polarization; higher % means a stronger effect. displacement, % at 20 µM, or IC50 in µM where a hit was titrated. 0.02% of 290,000 active;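 active = displacement of at least 50% at 20 µM, with a fluorescence ratio check between 0.3 and a set limit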;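 also: plate controls were Siah plus tracer with DMSO for no effect and tracer alone without Siah for full effect; strong numbers were not always called active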
GPR55 LPI antagonism: inhibition of LPI-stimulated GPR55 beta-arrestin translocation – imaging, U2OS, beta-arrestin-GFP, LPI agonist, primary screen (AID 2013) | U2OS GPR55 beta-arrestin-GFP translocation imaging, LPI antagonism; higher % means a stronger effect | inhibition, % at 10 µM; hits with a dose series show IC50 in µM | 0.13% of 290,000 active;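 active = spots per cell inhibited over 60%, with over 100 cells counted and total cytoplasm intensity under 500,000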;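 also: U2OS cells stably carrying GPR55 and arrestin-GFP stimulated by 5 µM LPI near EC80; imaged beta-arrestin-GFP aggregate spots per cell after agonist stimulation; plate controls were LPI-stimulated DMSO wells for no effect and DMSO wells without LPI for full effect; some results filed as inactive read as strong as hits; confirmed hits need IC50 under 10 µM and bright autofluorescent wells are also inconclusive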
GPR55 activation: GPR55 agonists via beta-arrestin recruitment, primary screen, imaging, U2OS cells, beta-arrestin-GFP redistribution (AID 1961) | U2OS GPR55 beta-arrestin-GFP redistribution imaging; higher % means a stronger effect | activation, % at 10 µM, or EC50 in µM where a hit was titrated | 0.048% of 290,000 active;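 active = activation above 40% with more than 50 cells counted in the well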;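 also: U2OS osteosarcoma cells stably expressing GPR55 and beta-arrestin-GFP; plate controls were DMSO negative control for no effect and LPI positive control for full effect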
KOR beta-arrestin-1: kappa opioid receptor blockers – cell-based, luminescence, uHTS (AID 1778). inhibition, % at 10 µM, or IC50 in µM where a hit was titrated. 0.091% of 290,000 active. KOR beta-arrestin recruitment, luminescence, antagonist mode; higher % means a stronger effect; in the data active = inhibition above about 50%; also: strong numbers were not always called active
NOD1 inhibition: NOD1 signaling inhibitors, primary screen, cell-based, luminescence, uHTS (AID 1578) | 1% of 290,000 active | one-dose inhibition, % at 4 µM; EC50 in µM for titrated hits | NOD1-driven NF-kB luciferase reporter cells, luminescence; higher % means a stronger effect; in the data active = inhibition mostly above about 36%, no sharp cut-off; inactive = mostly below about 34%;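 also: HEK-293T reporter cells stimulated with the NOD1 agonist gamma-tri-DAP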
KOR beta-arrestin-2: KOR agonists, beta-arrestin recruitment, primary screen, cell-based, luminescence, uHTS (AID 1777) | KOR beta-arrestin recruitment, luminescence; higher % means a stronger effect | activation, % at 10 µM, or EC50 in µM where a hit was titrated | 0.02% of 280,000 active; in the data active = activation above about 50%, passing the limit was not always enough; also: a part of the inactive calls stands beside numbers as strong as those of hits
An asterisk follows results filed as active; [ ] = remark or other dose. This is a subset. The share of hits here may be higher or lower than overall.

`C=CCNC(=O)c1scc2c1CCCC2` gave AID2073 4%, HIV fusion peptide 1.1%, GPR35 antagonists 16%, Siah-1 displacement -4%, GPR55 LPI antagonism 9%, GPR55 activation -0.1%, KOR beta-arrestin-1 15%, NOD1 inhibition -18% and KOR beta-arrestin-2 -1.0%.
Cc1ccc(C(=O)NNC(=O)/C=C\C(=O)O)cc1 was read as AID2073 7%, HIV fusion peptide -0.6%, GPR35 antagonists 7%, Siah-1 displacement -8%, GPR55 LPI antagonism 7%, GPR55 activation 0.6%, KOR beta-arrestin-1 -5%, NOD1 inhibition -2% and KOR beta-arrestin-2 1.2%.
Screening CC1(C)CC(=O)N(CC(=O)N2CCN(c3ncccn3)CC2)c2ccccc2S1(=O)=O returned AID2073 8%, HIV fusion peptide -1.1%, GPR35 antagonists 12%, Siah-1 displacement -4%, GPR55 LPI antagonism 5%, GPR55 activation 0.4%, KOR beta-arrestin-1 -41%, NOD1 inhibition -2% and KOR beta-arrestin-2 -3.9%.
For Fc1ccc(C2C3=C(Nc4ncnn42)c2ccccc2OC3c2ccncc2)cc1 (configuration not stated) the results were AID2073 0%, HIV fusion peptide -1.5%, GPR35 antagonists 3%, Siah-1 displacement 2%, GPR55 LPI antagonism 10%, GPR55 activation 0.4%, KOR beta-arrestin-1 3%, NOD1 inhibition -19% and KOR beta-arrestin-2 -4.4%.
COc1ccc(NCC(=O)N/N=C/C=C/c2ccccc2[N+](=O)[O-])cc1 was read as AID2073 -11%, HIV fusion peptide -1.8%, GPR35 antagonists -6%, Siah-1 displacement -1%, GPR55 LPI antagonism -5%, GPR55 activation 0.7%, KOR beta-arrestin-1 6%, NOD1 inhibition -26% and KOR beta-arrestin-2 -3.8%.
`C=CCn1c(SCC(=O)N2CCN(CCO)CC2)nc2sc3c(c2c1=O)CCC3` gave AID2073 -18%, HIV fusion peptide 0.3%, GPR35 antagonists -2%, Siah-1 displacement 1%, GPR55 LPI antagonism -1%, GPR55 activation 0.1%, KOR beta-arrestin-1 5%, NOD1 inhibition -10% and KOR beta-arrestin-2 0.7%.
For C=CCOc1ccc(C(=O)O)cc1Cl the results were AID2073 -2%, HIV fusion peptide 3.6%, GPR35 antagonists 0%, Siah-1 displacement -4%, GPR55 LPI antagonism 2%, GPR55 activation -0.2%, KOR beta-arrestin-1 8%[20 µM], NOD1 inhibition 18% and KOR beta-arrestin-2 2.6%.
N#C/C(=C\C=C\c1ccccc1[N+](=O)[O-])C(=O)NCc1ccccc1 was read as AID2073 -1%, HIV fusion peptide -2.1%, GPR35 antagonists 14%, Siah-1 displacement -4%, GPR55 LPI antagonism 11%, GPR55 activation -0.2%, KOR beta-arrestin-1 8%, NOD1 inhibition 97%* and KOR beta-arrestin-2 -3.9%.
COc1ccc(NC(=O)COc2ccccc2C(=O)NCC(c2ccccc2)N(C)C)cc1Cl (configuration not stated) was read as AID2073 4%, HIV fusion peptide -0.4%, GPR35 antagonists 10%, Siah-1 displacement 1%, GPR55 LPI antagonism 3%, GPR55 activation -0.1%, KOR beta-arrestin-1 -19%, NOD1 inhibition -7% and KOR beta-arrestin-2 -2.2%.
Screening Cc1[nH]c2ccccc2c1Cc1nnc(SCCC#N)o1 returned AID2073 6%, HIV fusion peptide 3.6%, GPR35 antagonists 5%, Siah-1 displacement 4%, GPR55 LPI antagonism -4%, GPR55 activation 0.2%, KOR beta-arrestin-1 2%, NOD1 inhibition -13% and KOR beta-arrestin-2 -4.5%.
For Cc1nc(=O)c(-c2ccccc2)c(C)n1CCCO the results were AID2073 10%, HIV fusion peptide 0.8%, GPR35 antagonists 11%, Siah-1 displacement -1%, GPR55 LPI antagonism 14%, GPR55 activation -0.4%, KOR beta-arrestin-1 -24%, NOD1 inhibition -23% and KOR beta-arrestin-2 24%.
Screening CC(=O)c1cccc(NC(=O)NNC(=O)c2ccc(-c3ccccc3)cc2)c1 returned AID2073 22%, HIV fusion peptide 2.1%, GPR35 antagonists -2%, Siah-1 displacement 2%, GPR55 LPI antagonism 9%, GPR55 activation -0.1%, KOR beta-arrestin-1 -10%, NOD1 inhibition -19% and KOR beta-arrestin-2 -0.4%.
Screening O=c1c(-c2ccco2)[n+]([O-])c2ccccc2n1OCc1ccccc1F returned AID2073 -18%, HIV fusion peptide 0.7%, GPR35 antagonists 8%, Siah-1 displacement 0%, GPR55 LPI antagonism 5%, GPR55 activation -0.1%, KOR beta-arrestin-1 17%, NOD1 inhibition 0% and KOR beta-arrestin-2 0.5%.
`Fc1ccc(-[n+]2nc(Nc3ccccc3)sc2-c2cccc(Cl)c2Cl)cc1` gave AID2073 1%, HIV fusion peptide 1.8%, GPR35 antagonists 3%, Siah-1 displacement -2%, GPR55 LPI antagonism 18%, GPR55 activation 0.6%, KOR beta-arrestin-1 23%[20 µM], NOD1 inhibition -23% and KOR beta-arrestin-2 -3.6%.
CN(C)CCCN(Cc1ccccc1)C(=S)Nc1ccc(SC(F)F)cc1 was read as AID2073 -23%, HIV fusion peptide -1.7%, GPR35 antagonists -2%, Siah-1 displacement -3%, GPR55 LPI antagonism -4%, GPR55 activation 1.7%, KOR beta-arrestin-1 8%, NOD1 inhibition -21% and KOR beta-arrestin-2 -3.2%.
For COc1ccc2c(CC(=O)Nc3nnc(C4CC4)s3)coc2c1 the results were AID2073 9%, HIV fusion peptide 1.1%, GPR35 antagonists -3%, Siah-1 displacement 10%, GPR55 LPI antagonism 4%, GPR55 activation -0.1%, KOR beta-arrestin-1 17%, NOD1 inhibition -25% and KOR beta-arrestin-2 -5.7%.
CN(C)CC/C=C1/c2ccccc2Sc2c(O)cc(Cl)cc21 was read as AID2073 4%, HIV fusion peptide 17%, GPR35 antagonists 17%, Siah-1 displacement -1%, GPR55 LPI antagonism 5%, GPR55 activation 1.2%, KOR beta-arrestin-1 -2%, NOD1 inhibition 8% and KOR beta-arrestin-2 3.5%.
For CCNC(=S)Nc1ccc(Cl)cc1Cl the results were AID2073 -11%, HIV fusion peptide 1.6%, GPR35 antagonists 0%, Siah-1 displacement 0%, GPR55 LPI antagonism 0%, GPR55 activation 0.6%, KOR beta-arrestin-1 -7%, NOD1 inhibition -2% and KOR beta-arrestin-2 1.0%.
`COc1ccc(CCNC(=O)C2CCN(C(=O)c3ccc(C(C)(C)C)cc3)CC2)cc1OC` gave AID2073 -8%, HIV fusion peptide 1.1%, GPR35 antagonists -9%, Siah-1 displacement 7%, GPR55 LPI antagonism -4%, GPR55 activation -0.2%, KOR beta-arrestin-1 14%[20 µM], NOD1 inhibition -36% and KOR beta-arrestin-2 -6.4%.
O=C1NCCN1CCNS(=O)(=O)c1ccc2ccccc2c1 was read as AID2073 -1%, HIV fusion peptide -1.3%, GPR35 antagonists 1%, Siah-1 displacement 6%, GPR55 LPI antagonism 26%, GPR55 activation 0.0%, KOR beta-arrestin-1 23%, NOD1 inhibition 7% and KOR beta-arrestin-2 0.9%.
Cc1ccc(CNc2oc(COc3ccccc3Cl)nc2C#N)cc1 was read as AID2073 9%, HIV fusion peptide -4.2%, GPR35 antagonists -2%, Siah-1 displacement 2%, GPR55 LPI antagonism 13%, GPR55 activation -0.1%, KOR beta-arrestin-1 18%, NOD1 inhibition -2% and KOR beta-arrestin-2 -1.6%.
O=S1(=O)NC(c2ccccc2)CC(CC2CCCCC2)O1 (configuration not stated) was read as AID2073 5%, HIV fusion peptide 3.3%, GPR35 antagonists -3%, Siah-1 displacement 4%, GPR55 LPI antagonism 0%, GPR55 activation 0.0%, KOR beta-arrestin-1 -26%[20 µM], NOD1 inhibition -22% and KOR beta-arrestin-2 -3.8%.
`Cc1c(NC(=S)NC(NC(=O)CC(C)C)C(Cl)(Cl)Cl)c(=O)n(-c2ccccc2)n1C` (configuration not stated) gave AID2073 -6%, HIV fusion peptide -2.1%, GPR35 antagonists -2%, Siah-1 displacement 3%, GPR55 LPI antagonism 10%, GPR55 activation -0.1%, KOR beta-arrestin-1 -2%, NOD1 inhibition -14% and KOR beta-arrestin-2 -2.1%.
`CC1CCCC(NC(=O)c2ccc3c(=O)n(CC4CCCO4)c(=O)[nH]c3c2)C1C` (configuration not stated) gave AID2073 8%, HIV fusion peptide 0.3%, GPR35 antagonists 8%, Siah-1 displacement -4%, GPR55 LPI antagonism -2%, GPR55 activation -0.1%, KOR beta-arrestin-1 -30%, NOD1 inhibition -11% and KOR beta-arrestin-2 1.4%.

Compounds listed so far containing a nitro group on carbon:
COc1ccc(NCC(=O)N/N=C/C=C/c2ccccc2[N+](=O)[O-])cc1 was read as AID2073 -11%, HIV fusion peptide -1.8%, GPR35 antagonists -6%, Siah-1 displacement -1%, GPR55 LPI antagonism -5%, GPR55 activation 0.7%, KOR beta-arrestin-1 6%, NOD1 inhibition -26% and KOR beta-arrestin-2 -3.8%.
N#C/C(=C\C=C\c1ccccc1[N+](=O)[O-])C(=O)NCc1ccccc1 was read as AID2073 -1%, HIV fusion peptide -2.1%, GPR35 antagonists 14%, Siah-1 displacement -4%, GPR55 LPI antagonism 11%, GPR55 activation -0.2%, KOR beta-arrestin-1 8%, NOD1 inhibition 97%* and KOR beta-arrestin-2 -3.9%.

Next section
`O=C(CSc1ccccc1C(=O)O)NCc1ccccc1` gave AID2073 6%, HIV fusion peptide 2.4%, GPR35 antagonists -5%, Siah-1 displacement -3%, GPR55 LPI antagonism 5%, GPR55 activation -0.5%, KOR beta-arrestin-1 -18%, NOD1 inhibition -22% and KOR beta-arrestin-2 -4.3%.
`O=C(CCSc1ccc(Cl)cc1)N1CCN(c2ncccn2)CC1` gave AID2073 -1%, HIV fusion peptide 2.5%, GPR35 antagonists 1%, Siah-1 displacement 3%, GPR55 LPI antagonism 21%, GPR55 activation -0.2%, KOR beta-arrestin-1 7%, NOD1 inhibition -37% and KOR beta-arrestin-2 -5.7%.
CCC(CC)C(=O)Nc1nnc(S(=O)(=O)N2CCCC2)s1 was read as AID2073 11%, HIV fusion peptide 1.7%, GPR35 antagonists -6%, Siah-1 displacement 1%, GPR55 LPI antagonism -1%, GPR55 activation -0.1%, KOR beta-arrestin-1 -28%[20 µM], NOD1 inhibition -24% and KOR beta-arrestin-2 -3.8%.
CCC1CCCCN1CCCNC(=O)c1ccc(CS(=O)(=O)Cc2ccccc2F)o1 (configuration not stated) was read as AID2073 -9%, HIV fusion peptide -0.9%, GPR35 antagonists -4%, Siah-1 displacement 1%, GPR55 LPI antagonism 4%, GPR55 activation -0.2%, KOR beta-arrestin-1 37%, NOD1 inhibition -29% and KOR beta-arrestin-2 -2.1%.
